Screening data as filed in PubChem BioAssay.
12-LOX inh: blocks human arachidonate 12S-lipoxygenase. actives 1.1% (n = 580,000). purified 12hLO, xylenol orange hydroperoxide absorbance. AID 1671190. Potency, µM (titrated, usually from 108 µM), for the others: top-dose activity change, negative = inhibition, actives largely listed as inhibitors; active means well fitted inhibition curve with a large enough effect; inconclusive means small, poorly fitted or top-dose-only effect, or another doubt; inactive means no such curve, though single readings can be large or run the other way
Target sequence (P18054 whole entry, looked up): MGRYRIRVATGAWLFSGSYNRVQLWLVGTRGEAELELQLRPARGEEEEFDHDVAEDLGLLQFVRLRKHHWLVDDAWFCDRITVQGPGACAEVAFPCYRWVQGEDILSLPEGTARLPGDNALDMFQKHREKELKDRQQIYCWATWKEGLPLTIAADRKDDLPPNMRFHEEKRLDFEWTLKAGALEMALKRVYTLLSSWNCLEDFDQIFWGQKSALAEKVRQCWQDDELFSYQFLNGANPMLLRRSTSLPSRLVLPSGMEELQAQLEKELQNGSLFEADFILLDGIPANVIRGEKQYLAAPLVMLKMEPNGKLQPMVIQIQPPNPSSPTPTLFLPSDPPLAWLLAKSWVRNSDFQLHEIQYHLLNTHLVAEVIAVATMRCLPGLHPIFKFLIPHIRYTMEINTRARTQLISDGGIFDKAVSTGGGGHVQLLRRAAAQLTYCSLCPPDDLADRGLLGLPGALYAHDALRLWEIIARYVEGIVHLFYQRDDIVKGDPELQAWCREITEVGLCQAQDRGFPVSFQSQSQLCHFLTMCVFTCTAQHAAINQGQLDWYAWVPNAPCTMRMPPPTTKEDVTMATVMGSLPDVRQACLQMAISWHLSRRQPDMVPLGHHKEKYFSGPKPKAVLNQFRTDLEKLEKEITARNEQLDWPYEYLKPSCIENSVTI
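Purified human 12hLO at 150 nM in 25 mM Hepes, 0.01% Triton X-100, pH 7.0, preincubated 15 min at room temperature with compound. Reaction started with 40 uM arachidonic acid, 30 min at room temperature. Hydroperoxide measured by Fe-xylenol orange, 573/405 nm absorbance ratio.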
The depositor's hits bear a star; ? = inconclusive; [ ] = remark or other dose. On the % scale 0 is the no-effect control and ±100 the full control effect; potency means the concentration at half of the fitted maximal effect.

SMILES | 12-LOX inh
CCc1nc2c(=O)n(CC(=O)N3CCN(C4CCCCC4)CC3)nc(C)c2s1 | 45.8%[activator]
CC(Cn1cncn1)NCc1cc(=O)c2cc(F)ccc2[nH]1 (stereo unspecified) | 53.9%[activator]
CSc1cccc(NC(=O)Cn2c(-c3ccc(Cl)cc3)nc(C)c(CCO)c2=O)c1 | -12.2%
C[C@H](O)c1onc(-c2ccc(F)cc2)c1C(=O)NC1CCC1 | -15.6%[176 µM]
O=C1NCCCCCN(C(=O)NCCc2ccccc2)[C@H]2CCC[C@@H]12 | 29.0%
O=C1N[C@H](CCC(=O)N2CCC(c3nc4ccccc4[nH]3)CC2)C(=O)Nc2ccccc21 | 44.4%[activator]
COc1ccc(-c2cc(C(=O)N3CCCC3)ccn2)cc1F | 28.8%
Cc1cc(C(=O)N[C@H](C)c2c(-c3ccc(Cl)cc3)noc2C(=O)O)c(C)o1 | ?
Cc1ccc(CN2CCCCCCNC(=O)CC2c2ccccc2)s1 (stereo unspecified) | ?
CN(C)c1nc(-c2ccncc2)nc2c1CCN(C(=O)c1cc(=O)[nH][nH]1)C2 | 51.4%
COc1ccccc1C1CCN(Cc2cn(-c3ccccc3)nn2)CC1 | 68.0%[activator]
COCCN1Cc2ccc(Nc3cccnc3)nc2C(C)(C(=O)Nc2ccccc2C)C1 (stereo unspecified) | 94.5%[activator][176 µM]
C[C@@H]1C(=O)O[C@H]2[C@H]1CC[C@@]1(C)Cc3sc(Nc4cccnc4)nc3[C@@H](C)[C@H]21 | 15.7%[176 µM]
Cc1c(CN2CCCC(CNC(=O)c3cccc4ccccc34)C2)[nH]c2ccccc12 (stereo unspecified) | ?
Cc1cccc(-n2nc(C)c(CCC(=O)N3CCOCC3)c2Oc2ccccc2C)c1 | ?
C#CCN1CC(COc2ccccc2)Oc2cccc(Oc3ccc(SC)c(C)c3)c2S1(=O)=O (stereo unspecified) | 2.9%
c1ccc(-c2nc(-c3cnccn3)no2)c(OC2CCNC2)c1 (stereo unspecified) | ?
O=C(N[C@@H]1CN(Cc2ccc(F)cc2Cl)C[C@H]1CO)C1CCC1 | 10.2%
O=C1NC2(CCN(C(=O)c3cccnc3)C2)Oc2ccccc21 (stereo unspecified) | 17.2%[176 µM]
NC(=O)CNC(=O)[C@@]1(O)C[C@@H](O)[C@H](O)[C@@H](NS(=O)(=O)c2cccc(C(F)(F)F)c2)C1 | 6.7%
Cc1nc2ccccc2n1CCNC(=O)C1CC(=O)N(c2n[nH]c3ccccc23)C1 (stereo unspecified) | 43.1%[activator]
N#Cc1ccc(O[C@@H]2COCC[C@H]2NC(=O)CCCn2cccn2)cc1 | 10.8%
CN(C(=O)CN1C(=O)NC2(CCC(C(C)(C)C)CC2)C1=O)c1ccccc1 (stereo unspecified) | 18.5%
Cc1noc([C@@H]2CN(C(=O)c3cc(C)n(Cc4ccco4)c3C)C[C@H]2C(N)=O)n1 | 28.7%
CCc1ccc(CNC(=O)c2cc3c(N4CCCC4)nc(C)cn3n2)cc1 | 11.1%
COc1ccccc1S(=O)(=O)NC1CCCN(C2CCCCCC2)C1 (stereo unspecified) | 27.4%
Cn1cc(-c2cnc(Nc3cccc(C(F)(F)F)c3)c3c2CCO3)cn1 | -5.4%[176 µM]
Cc1cc(C)n(CCC(=O)NC2CCCN(c3cc(-c4ccc(F)cc4)[nH]n3)C2)n1 (stereo unspecified) | 27.3%
Cc1noc(-c2ccn3c(CNC(=O)Cc4ccc(OC(F)(F)F)cc4)nnc3c2)n1 | 11.5%
O=C(NCCc1ccccc1)NC1CCc2nnc(C3CC3)n2CC1 (stereo unspecified) | -2.3%
Cc1[nH]nc(CCC(=O)N[C@H]2CN(CCC(=O)O)C[C@@H]2C(C)C)c1C | 1.4%
CC1=C[C@@H](CNC(=O)CCC(=O)O)[C@H](C(C)C)C[C@H]1Cc1nc2ccc(Cl)cc2[nH]1 | ?
COCc1nc(C2CC(N)C2)cc(N(C)CCN2CCCCC2=O)n1 (stereo unspecified) | ?
Cc1cc(C)n(CC(=O)N2CCC3(CC2)NCCc2c3[nH]c3ccccc23)n1 | 45.4%[activator]
COc1ccc(-c2noc([C@@H]3CCCN3C(=O)CCCc3ccccc3)n2)cc1OC | 34.1%[activator]
CCCNC(=O)c1ccc(S(=O)(=O)NCCN2CCNC2=O)cc1 | ?
COc1ccc(-n2nc(C3CCN(Cc4cccc(OC)c4)CC3)[nH]c2=O)cc1 | -16.6%
CCn1cc(CN2CCCCCNC(=O)[C@@H]3CCC[C@@H]32)cn1 | 161.9%[activator]
CN(Cc1cnccn1)c1ccc(-c2nc(CCCc3ccccc3)no2)cn1 | 4.5%
COc1ccc(CN2CCN3C(=O)N(Cc4ccc(C)cc4)C[C@H]3C2)cn1 | 4.7%[176 µM]
O=C(c1cc(F)ccc1F)N1CCC(Cc2nc(-c3ccccc3)no2)CC1 | 10.5%
CCCc1nn(-c2cccc(F)c2)c(OC(C)=O)c1-c1ccc(NC(C)=O)cc1 | ?
COCCOCC(=O)N1CCC2(CC1)c1[nH]c3ccccc3c1CCN2C | 104.1%[activator]
COc1ccc(CNC(=O)c2cc3n(n2)CC(c2ccc4c(c2)OCO4)OC3)cc1 (stereo unspecified) | 45.4%[activator]
Cc1nonc1OCCNC(=O)[C@H]1CNC[C@@H](C(=O)N2CCOCC2)C1 | 5.7%
CS(=O)(=O)N1C[C@H]2CCN(C(=O)Cc3c[nH]c4ccccc34)C[C@H]21 | 29.1%
CC1(C)CC[C@]2(C(=O)O)CC[C@]3(C)C(=CCC4[C@]56CC[C@@](O)(OC5)C(C)(C)C6CC[C@]43C)C2C1 (stereo partly specified) | -28.1%
CN(C)c1ccc2ncc(Nc3ccccc3F)n2n1 | ?
COc1ccc2c(c1)c(CN1CCCC(c3[nH]ccc3C(N)=O)C1)cn2C (stereo unspecified) | 1.7%
CC(C)NC(=O)c1ccc(-c2ccc(N3CCCCCC3)nc2)cc1 | -0.4%
CN1CCN(c2ccc(-c3cccc(N)c3)nn2)CC1 | 36.3%[activator]
CS(=O)(=O)N1CCC(OC2CCN(C(=O)Nc3cccc(Cl)c3F)CC2)CC1 | 7.9%
O=c1cc(-c2ccccn2)oc2c(-c3cn[nH]c3)nccc12 | -1.3%[176 µM]
C[C@@H](NC(=O)C1=C[C@@H](NC(=O)c2cccs2)[C@@H](O)[C@H](O)C1)C(N)=O | -5.0%[176 µM]
CN(C)C[C@@H]1CN(c2ccncn2)C[C@H]1NC(=O)c1c(F)cccc1F | 48.7%[activator]
COCC(=O)NC1CCC12CCN(S(=O)(=O)Cc1ccccc1)CC2 (stereo unspecified) | 45.8%[activator]
O=C(CCc1nc2ccccc2s1)N[C@@H]1CCOC[C@H]1OCCO | 32.4%
CCn1nccc1C(=O)N1CCC(CCOc2ccc(F)cc2)C1 (stereo unspecified) | 18.3%
CC1(C(=O)NCc2cc(F)ccc2F)CCCCC(=O)N1 (stereo unspecified) | 13.4%
CN1C(=O)C(CC(=O)NCc2cccnc2)Sc2ncccc21 (stereo unspecified) | 32.6%[activator]

Another view of some results above:
O=C(c1cc(F)ccc1F)N1CCC(Cc2nc(-c3ccccc3)no2)CC1
  12-LOX inh: 10.5%

CCCc1nn(-c2cccc(F)c2)c(OC(C)=O)c1-c1ccc(NC(C)=O)cc1
  12-LOX inh: ?

COCCOCC(=O)N1CCC2(CC1)c1[nH]c3ccccc3c1CCN2C
  12-LOX inh: 104.1%[activator]

COc1ccc(CNC(=O)c2cc3n(n2)CC(c2ccc4c(c2)OCO4)OC3)cc1 (stereo unspecified)
  12-LOX inh: 45.4%[activator]

Remaining list, next part
SMILES | 12-LOX inh
COCCn1c(C)cnc1CCNC(=O)c1cc(C)nn1C | 22.3%
CCCN(CC1CCOC1)C(=O)Nc1ccc(C)c(Cl)c1 (stereo unspecified) | 20.3%
O=C(NC1CC1)[C@@H]1CN(Cc2ccc(OC(F)(F)F)cc2)C[C@H]1CO | 10.1%
O=C1CCCN1CCCN1C(=O)[C@@H]2C[C@@H](O)CN2C2(CN(Cc3cccs3)C2)C1=O | 22.5%[176 µM]
O=C(NCC1CCCO1)c1ccc2oc(-c3ccc(C(F)(F)F)cc3)nc2c1 (stereo unspecified) | 81.7%[activator]
CN1[C@@H](CCC(=O)N2CCOCC2)CNC(=O)[C@@H]2[C@H]1CCN2Cc1ccccc1 | 27.9%[176 µM]
Fc1ccc(OCc2nc(C3CCNC3)no2)cc1 (stereo unspecified) | 29.4%
C[C@@H]1CN(c2ccc(N3CCN(C(=O)OC(C)(C)C)C[C@H]3C)cc2C#N)CCN1Cc1ccccc1 | -12.3%
CCOc1ccc(C(=O)NC2CCN(c3cc(-c4ccc(Cl)cc4)[nH]n3)C2)cc1 (stereo unspecified) | 15.4%
COc1ccc(CN2CC[C@@H](CO)N(C)c3nc(C)ccc3C2)cc1 | 4.3%[176 µM]
Cc1cc(C)c(NC(=O)Cn2cccc2-c2nc(-c3ccc(F)cc3)no2)c(C)c1 | ?
Cc1[nH]c2ccccc2c1CC(=O)Nc1ccc(Nc2cccnc2)c(-c2ccc(Oc3ccccc3)cc2)c1 | -28.0%
CNC(=O)[C@@H]1CN(C(=O)c2ccc(Cl)s2)C[C@H]1c1nc(COC)no1 | 27.2%
CCN(Cc1ccncc1)C(=O)c1cc(-c2cnn(CC)c2)nc2cc(C)ccc12 | 43.5%[activator]
CCCc1ccc(S(=O)(=O)N2C[C@@H]3C(=O)N(C(CC)c4cccs4)C(=O)[C@@H]3C2)cc1 (stereo partly specified) | 27.4%
CCN1c2cc(C(=O)NCc3ccc(F)cc3F)ccc2C(=O)N2CCCCCC21 (stereo unspecified) | 21.0%
COC(=O)c1ccc(NC(=O)c2cnc(-c3ccc(C)cc3)nc2-c2ccncc2)cc1 | 9.2%
COc1ccc2ccc(OCc3nc(C(=O)N4CCNC(=O)C4C)co3)cc2c1 (stereo unspecified) | 28.6%
CC(=O)c1cc(C(=O)N2CCC3(CC2)Nc2ccccc2NC3=O)[nH]n1 | 20.8%
O=C(C1CC1)N1CC[C@H](c2nc3ccccc3o2)C1 | 14.0%[176 µM]
COc1ccc(/C=C/C(Cc2cccc(C(C)=O)c2)c2ccc(C)cc2)cc1 (stereo unspecified) | 2.0%
CC(C)C1CN(c2cncc(C(=O)N3CCCC3)n2)CCC(=O)N1CC1CC1 (stereo unspecified) | 3.4%
O=C(CC1CCN(S(=O)(=O)c2ccc(F)cc2F)C1)NCc1ccccc1 (stereo unspecified) | 12.6%
O=[S+]1([O-])NCC2(CCCN(Cc3ccc(OC(F)(F)F)cc3)C2)Nc2ccccc21 (stereo unspecified) | -7.0%
CN1CC(=O)N(c2ccccc2)Cc2c(NCCc3ccc(Cl)cc3)ncnc21 | -11.7%
Cc1ccc(-c2cc3c(=O)n(CCNC(=O)c4nn(C)c5ccccc45)ccn3n2)c(C)c1 | ?
Cc1nc(-c2ccccc2)n(CC(=O)Nc2ccc(C(C)C)cc2)c(=O)c1CCO | -11.0%
C=CCN=C1NC(c2cccc(F)c2)C(C(=O)OC)=C(C)N1C (stereo unspecified) | -21.8%
CC(C)CC(=O)N1CCN(C(=O)N2CC3CC(C2)[C@H]2CCCC(=O)N2C3)CC1 (stereo partly specified) | 35.1%[activator]
CC1CCN(C(=O)c2cc3n(n2)CC(c2ccc(Cl)cc2)OC3)CC1 (stereo unspecified) | -4.3%
CCC1(O)CCC12CCN(C(=O)c1ccncc1)CC2 (stereo unspecified) | 16.8%
O=C(Nc1ccc(N2CCOCC2)cc1)C1(CCO)CCN(Cc2ccccc2)C1 (stereo unspecified) | 19.0%
Cc1ccc2c(c1)N1C(=O)OC[C@@H]1CCN(C(=O)CN(C)C)C2 | 17.9%[176 µM]
CCCOCCCNC(=O)c1c(C)noc1-c1cc(OC)c(OC)c(OC)c1 | 33.3%
C[C@@H](NC(=O)Cc1ccccc1)c1c(-c2ccc(F)cc2)noc1C(=O)O | ?
Fc1ccc(-c2noc3nc(Oc4ccccc4F)ccc23)cc1 | -1.4%
COc1ccc(C(C(=O)O)N2CCc3sccc3C2)c(OC)n1 (stereo unspecified) | 15.6%
O=C(c1cnn(Cc2ccccc2)c1)N1CCn2nc(Cc3ccccc3)cc2C1 | 25.0%
Cc1cnc(CC2CCCN(C(=O)C3(c4ccccc4)CC3)C2)n1Cc1ccc(F)cc1 (stereo unspecified) | 0.5%
Cc1nn(CC(=O)N2CC[C@H](CO)[C@H](O)C2)c(=O)c2ccccc12 | 83.7%[activator]

5 compounds out of the list above, arranged by the value under 12-LOX inh, ascending:
SMILES | 12-LOX inh
C=CCN=C1NC(c2cccc(F)c2)C(C(=O)OC)=C(C)N1C (stereo unspecified) | -21.8%
CC1CCN(C(=O)c2cc3n(n2)CC(c2ccc(Cl)cc2)OC3)CC1 (stereo unspecified) | -4.3%
Fc1ccc(-c2noc3nc(Oc4ccccc4F)ccc23)cc1 | -1.4%
CC(C)C1CN(c2cncc(C(=O)N3CCCC3)n2)CCC(=O)N1CC1CC1 (stereo unspecified) | 3.4%
CCCOCCCNC(=O)c1c(C)noc1-c1cc(OC)c(OC)c(OC)c1 | 33.3%

This is a subset; count on the stated rates, not on these rows.
